# Compound activity as filed in PubChem.
# Salmonella PhoP GFP – PhoP regulon inhibitors, Salmonella typhi PhoP promoter GFP reporter, confirmatory (AID 1850). inhibition, % at 50 µM; hits with a dose series show IC50 in µM. Salmonella Typhi PhoP-promoter GFP reporter, fluorescence, 4 h; higher % means a stronger effect. 0.33% of 310,000 active; in the data active = a potency from the dose series; inconclusive = inhibition mostly from about 25% at the one dose, without a potency; inactive = the rest, 99 in 100 with inhibition below about 19%;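 note: 0% = induced wells with vehicle and 100% = uninduced wells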
# M. tuberculosis – growth inhibition of non-replicating M. tuberculosis (AID 488890); 0.39% of 320,000 active; Mycobacterium tuberculosis non-replicating, growth inhibition; higher % means a stronger effect; one-dose inhibition, % at 25 µM; IC50 in µM for titrated hits; in the data active = a potency from the dose series; inconclusive = inhibition mostly from about 82% at the one dose, without a potency; inactive = the rest, 99 in 100 with inhibition below about 76%;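 note: plate controls were DMSO cells for no effect and high antibiotic wells for full effect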
# M. tuberculosis HTS – M. tuberculosis growth inhibition, HTS (AID 449762). 0.59% of 330,000 active. M. tuberculosis H37Rv growth inhibition, 7H9 media; higher % means a stronger effect. inhibition, % at 25 µM; hits with a dose series show IC50 in µM; in the data active = a potency from the dose series; inconclusive = inhibition above about 70% without an active follow-up result;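 note: bacterial growth assessed after seven days of incubation; strong numbers were not always called active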
# VEEV TC-83 Vero – inhibitors of VEEV TC-83 cytopathic effect, confirmation, Vero cells (AID 588727). Vero cells, VEEV TC-83 cytopathic effect inhibition; higher % means a stronger effect. inhibition, % at 20 µM; hits with a dose series show IC50 in µM. 0.13% of 350,000 active; in the data active = a potency from the dose series; inconclusive = inhibition mostly from about 14% at the one dose, without a potency; inactive = the rest, 99 in 100 with inhibition below about 12%; note: strong numbers were not always called active
# influenza NS1A – H1N1 influenza NS1A inhibitors, functional cell based assay (AID 504329) | NS1A functional cell-based assay, percent inhibition; higher % means a stronger effect | 0.3% of 340,000 active | one-dose inhibition, % at 12.5 µM; IC50 in µM for titrated hits; in the data active = a potency from the dose series; inconclusive = inhibition above about 27% without an active follow-up result; note: strong numbers were not always called active
# VEEV TC-83 Vero 10K pilot screen – further read-out of VEEV TC-83 Vero, marked with its call; inhibition, %; measured here: 10K pilot screen inhibition
# * = called active by the depositor; i = inactive; ? = inconclusive; nt = no result given; & = joins results of further samples. This is a random part of the collection, and some 1.6% of all compounds hit somewhere here.
SMILES,Salmonella PhoP GFP,M. tuberculosis,M. tuberculosis HTS,VEEV TC-83 Vero,influenza NS1A,others
COc1ccc(CC(=O)NCC(=O)N/N=C/c2ccco2)cc1,nt,nt,nt,1.3%,1%,
Cn1c(=O)[nH]c(=O)c2c1nc(N1CCCCCC1)n2CC(N)=O,5%,6%,-1%,0.8%,-13%,
COC(=O)C1C(OC)=CC(=O)C2CCCCC21 (stereo not drawn),nt,nt,nt,0.4%,-7%,
c1ccc(CN=C2NN=C(c3ccccc3)CS2)cc1,-10%,77%,3%,8.4%,1%,
Cc1ccc(S(=O)(=O)N(C)CC(=O)O/N=C(\N)c2cccnc2)cc1,-6%,-7%,-7%,i,-7%,
COc1cccc(NC(=O)CN(C)C(=O)C2=COCCO2)c1,nt,nt,nt,0.3%,10%,
Cc1cccc(C)c1N(CC(=O)NN=C1CCCCCC1)S(C)(=O)=O,-1%,4%,-4%,0.5%,-10%,
Cn1nc2c3cc(F)ccc3n(Cc3ccc(F)cc3)cc-2c1=O,-1%,2%,5%,i,1%,
Cn1c(=O)c2c(nc(CO)n2C)n(C)c1=O,7%,-13%,-4%,0.3%,-1%,
COc1cccc(/C(=N/O)C2CC2c2ccc(Cl)cc2)c1 (stereo not drawn),11%,29%,4%,6.9%,1%,

# Looked up one by one from the list above, 2 records:
SMILES,Salmonella PhoP GFP,M. tuberculosis,M. tuberculosis HTS,VEEV TC-83 Vero,influenza NS1A,others
COC(=O)C1C(OC)=CC(=O)C2CCCCC21 (stereo not drawn),nt,nt,nt,0.4%,-7%,
COc1cccc(NC(=O)CN(C)C(=O)C2=COCCO2)c1,nt,nt,nt,0.3%,10%,

# (further entries)
SMILES,Salmonella PhoP GFP,M. tuberculosis,M. tuberculosis HTS,VEEV TC-83 Vero,influenza NS1A,others
CCOC(=O)n1ccc(C(=O)Nc2ccccc2F)n1,20%,6%,-3%,4.9%,0%,
CCc1cc2c(N[C@@H](Cc3ccccc3)C(=O)O)ncnc2s1,-4%,-13%,-7%,2.6%,-5%,
N#Cc1ccc(Oc2cccc3cccnc23)c([N+](=O)[O-])c1,-7%,-3%,27%,i,2%,
OCCN1CCN(C(=S)Nc2ccc(SC(F)F)cc2)CC1,15%,20%,8%,1.3%,-11%,
Cc1ccc(C2CC(=O)Oc3cc(C)cc(C)c32)cc1 (stereo not drawn),nt,nt,nt,0.9%,-10%,
O=C(COC(=O)c1ccc(S(=O)(=O)N2CCCC2)cc1)Nc1ccc(Cl)cc1,nt,0%,-10%,0.8%,-2%,
O=C(c1ccoc1)N1CCCC(N2CCN(c3cccc(C(F)(F)F)c3)CC2)C1 (stereo not drawn),8%,43%,8%,2.3%,13%,
CCN(CC)C(=O)c1sc(NC(=O)c2ccc(C)c([N+](=O)[O-])c2)c(C#N)c1C,-5%,76%,-1%,2.4%,-2%,
O=[N+]([O-])c1cccc(/C=N\N=C2c3ccccc3-c3ccccc32)c1O,-1%,22%,2%,1.8%,5%,
O=C(NNC(=O)C12CC3CC(CC(C3)C1)C2)c1ccncc1,-10%,nt,2%,5.2%,5%,

# Continued (5 carried over from the part before).
SMILES,Salmonella PhoP GFP,M. tuberculosis,M. tuberculosis HTS,VEEV TC-83 Vero,influenza NS1A,others
O=C(COC(=O)c1ccc(S(=O)(=O)N2CCCC2)cc1)Nc1ccc(Cl)cc1,nt,0%,-10%,0.8%,-2%,
O=C(c1ccoc1)N1CCCC(N2CCN(c3cccc(C(F)(F)F)c3)CC2)C1 (stereo not drawn),8%,43%,8%,2.3%,13%,
CCN(CC)C(=O)c1sc(NC(=O)c2ccc(C)c([N+](=O)[O-])c2)c(C#N)c1C,-5%,76%,-1%,2.4%,-2%,
O=[N+]([O-])c1cccc(/C=N\N=C2c3ccccc3-c3ccccc32)c1O,-1%,22%,2%,1.8%,5%,
O=C(NNC(=O)C12CC3CC(CC(C3)C1)C2)c1ccncc1,-10%,nt,2%,5.2%,5%,
CCOC(=O)c1cc(-c2cccc([N+](=O)[O-])c2)n[nH]1,-23%,nt,11%,2.3%,2%,
CC(C)(C)NC(=O)C[C@H]1C[C@H](C(=O)N2CCCCC2)[C@@]2(CCc3ccccc3)c3[nH]c4ccc(Cl)cc4c3CCN2C1=O,nt,nt,nt,0.7%,-20%,
CCOC(=O)C1(Cc2ccccc2)CCN(C2Cc3ccccc3C2)CC1,17%,15%,3%,0.5%,1%,
COc1ccc(OC)c(C2/C(=C(/O)c3cnn(-c4ccccc4)c3C)C(=O)C(=O)N2CCN(C)C)c1 (stereo not drawn),13%,-8%,6%,0.7%,9%,
Cc1c(C(=O)N(C)C)sc(NC(=O)c2cccc([N+](=O)[O-])c2)c1C#N,7%,5%,-9%,0.7%,-8%,
CCOc1ccc(NC2OC(CO)C(O)C(O)C2O)c([N+](=O)[O-])c1 (stereo not drawn),6%,12%,2%,1.9%,-3%,
Nc1[nH]c(=O)[nH]c(=O)c1N=Nc1cccc(Cl)c1,6%,15%,5%,0.1%,2%,
O=C(Cc1ccc(Cl)cc1)N/N=C/c1cccc(O)c1,1%,21%,10%,0.1%,23%,
O=C(O)c1ccc(NC(=S)NC(=O)C(c2ccccc2)c2ccccc2)cc1,-9%,-2%,-16%,3.5%,-7%,
CCN1C(=O)[C@@H]2[C@@H](c3ccc(-c4ccccc4)cc3)N3CCC[C@@]3(C(=O)OC)[C@@H]2C1=O,nt,-2%,-10%,0.5%,0%,

# Copied from the results shown for reference:
SMILES,Salmonella PhoP GFP,M. tuberculosis,M. tuberculosis HTS,VEEV TC-83 Vero,influenza NS1A,others
CCOC(=O)c1cc(-c2cccc([N+](=O)[O-])c2)n[nH]1,-23%,nt,11%,2.3%,2%,
CC(C)(C)NC(=O)C[C@H]1C[C@H](C(=O)N2CCCCC2)[C@@]2(CCc3ccccc3)c3[nH]c4ccc(Cl)cc4c3CCN2C1=O,nt,nt,nt,0.7%,-20%,

# Next structures:
SMILES,Salmonella PhoP GFP,M. tuberculosis,M. tuberculosis HTS,VEEV TC-83 Vero,influenza NS1A,others
CCN(CC)CCN=Cc1c(O)n(Cc2ccccc2)c(=O)[nH]c1=O,6%&4%,16%&-11%,-4%&-5%,0.0%&4.6%,5%&5%,
CN(C)S(=O)(=O)c1cccc(NC(=O)CO/N=C(\N)c2ccccc2)c1,1%,-1%,-3%,2.6%,0%,
CCN(CC)S(=O)(=O)c1ccc2oc(SCC(=O)Nc3cc(C)on3)nc2c1,-2%,?,1.4µM*,2.5%,2%,
Cc1c(O[C@@H]2O[C@H](CO)[C@@H](O)[C@H](O)[C@H]2O)ccc2c1oc(=O)c1ccccc12,7%,25%,34%,1.1%,-1%,
CCOC(=O)c1c(C)nc2sc3c(=O)n(-c4ccc(C(C)=O)cc4)nnc3c2c1-c1ccc(OC)cc1,5%,28%,11%,9.4%,4%,VEEV TC-83 Vero 10K pilot screen=9.7
O=C(O)c1ccc(CS(=O)(=O)Cc2ccccc2F)o1,2%,-3%,-2%,1.6%,-5%,
O=C(O)/C=C/C(=O)Nc1ccccc1C(=O)Nc1ccccc1,3%,33%,-3%,0.8%,-3%,
Cc1ccc2c(N)c(C#N)sc2n1,-6%,-4%,0%,3.0%,-1%,
Cc1cc(C(=O)CN2C(=O)NC(CC(C)C)C2=O)c(C)n1-c1ccccc1F (stereo not drawn),7%,26%,1%,1.5%,-11%,
COc1nc(N=C(N)N)nc2c(C)cccc12,1%,44%,-4%,i,7%,
CC(OC(=O)c1ccco1)C(=O)NC1CCCCC1 (stereo not drawn),-5%,-10%,-5%,2.1%,-6%,
CC(NC(=O)c1cc(-c2ccccn2)nc2ccc(Cl)cc12)C1CCCO1 (stereo not drawn),-3%,45%,8%,7.5%,12%,
CC(C)NC(=O)N(C)C[C@H]1Oc2ccc(NC(=O)CCN3CCOCC3)cc2C(=O)N([C@H](C)CO)C[C@@H]1C,nt,5%,4%,i,-19%,
CC(=O)N(C)c1ccc(NC(=O)c2cnn(C)c2)cc1,-9%,-14%,-6%,1.3%,2%,
Cc1cc(=O)oc2ccc(OC(C)C(=O)O)cc12 (stereo not drawn),-6%,-4%,0%,2.0%,-5%,
Cc1nonc1NC(=O)CSc1ccccn1,7%,19%,2%,0.5%,1%,
COc1ccc(C)cc1N(CC(=O)N/N=C/c1ccc2c(c1)OCO2)S(C)(=O)=O,5%,18%,-3%,2.0%,-5%,
O=C(COC(=O)/C=C/c1ccco1)Nc1ccc(F)cc1Cl,-11%,21%,?,0.9%,-18%,
Cc1ccc(C)c(S(=O)(=O)N2CCCC2CNC(=O)C(=O)NCc2ccco2)c1 (stereo not drawn),-3%,12%,-2%,1.0%,4%,
O=c1[nH]c(=S)[nH]c2nc(-c3cccs3)cc(C(F)(F)F)c12,-20%,-9%,-1%,0.7%,18%,
O=[N+]([O-])c1ccccc1CCc1cnc(Cl)s1,-10%,14%,1%,i,19%,
COc1cc(CNC(=O)CCn2nc(C)c3c(C)n(-c4ccccc4)nc3c2=O)cc(OC)c1OC,2%,-8%,1%,0.5%,-3%,
CC1CCN(C(=O)CCCC(=O)O)CC1,0%,-10%,4%,2.1%,-6%,
O=C1C2C3c4ccccc4C(c4ccccc43)C2C(=O)N1c1cccnc1 (stereo not drawn),-7%,20%,1%,2.4%,-5%,
Cn1nc(-c2ccccc2)c(C#N)c1Sc1cccc(Cl)c1,-4%,6%,6%,1.7%,-1%,
CCN(CC)C(=O)c1sc(NC(=S)N2CCN(C(=O)C3CCCO3)CC2)c(C(=O)OC)c1C (stereo not drawn),-7%,11%,-7%,8.6%,-8%,
CN(c1cccc(NC(=O)c2ccc(Cl)c(S(=O)(=O)N3CCOCC3)c2)c1)S(C)(=O)=O,-1%,6%,-10%,8.3%,1%,
Nc1cccc(/C=C/c2ccncc2)c1,-13%,5%,66%,1.2%,-21%,
CCCc1nnc(NC(=O)Cn2c(=O)oc3cc(Br)ccc32)s1,-1%,9%,-4%,2.0%,-5%,
CCC1(C)OC(=O)NN(c2ccc(C)cc2)C1(C)O (stereo not drawn),6%,-18%,?,1.5%,0%,
O=S(=O)(c1cccs1)N1CN(Cc2cccs2)c2nc3ccccc3nc21,-5%,15%,1%,2.2%,3%,
O=C(CSc1ccc2ccccc2c1)NC1CCCc2ccccc21 (stereo not drawn),-5%,6%,-1%,i,-5%,
CCC(=O)c1ccc(OCC(=O)OCC(=O)NCC2CCCO2)cc1 (stereo not drawn),-12%,-5%,-9%,i,1%,
COCc1nnc(NC(=O)c2cc3ccccc3o2)s1,15%,9%,7%,0.0%,7%,
NC(=O)C1(N2CCCCC2)CCN(C(=S)NCCc2ccccc2)CC1,-7%,0%,0%,0.9%,2%,
O=C(NCc1ccco1)c1ccc(Br)c(S(=O)(=O)N2CCCCC2)c1,-7%,18%,-2%,i,4%,
COc1ccccc1/C=C/C(=O)/C=C/c1ccccc1O,nt,nt,nt,i,4%,
CCC(=O)Nc1ccc(C(=O)CSc2nnc(-c3ccccc3F)n2C2CC2)cc1,-12%,7%,3%,8.6%,-1%,
C=C(C)c1cccc(C(C)(C)NC(=O)N2CCN(C)CC2)c1,-8%,45%,1%,i,-3%,
O=C(CN1C(=O)/C(=C\c2cccc(Cl)c2)Oc2ccccc21)N1CCN(c2ccccn2)CC1,-7%,-8%,2%,nt,nt,
O=S(=O)(NCCOCCNS(=O)(=O)c1ccccc1)c1ccccc1,-8%,0%,-1%,5.9%,5%,
COc1ccc(NC(=O)[C@@H](NC(=O)c2ccccc2)C(C)C)cc1S(=O)(=O)N1CCCCC1,-1%,7%,-4%,0.1%,-2%,
